Screening results from PubChem.
DAX1 inh-1: DAX1 (NR0B1) inhibitors, primary screen, cell-based, HEK293, Gal4-DAX1, luciferase luminescence. HEK293 Gal4-DAX1 luciferase reporter. Nuclear receptor subfamily 0 group B member 1 (Homo sapiens), P51843. inhibition, % at 6.75 µM. AID 504766, 2011. 340,000 tested, 0.99% active;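 active = inhibition above the mean over all tested compounds plus 3 SD, cut at about 4.2% in these data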;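 note: 0% = DAX1-transfected cells with DMSO and 100% = empty-vector control cells with DMSO; inhibition shows as a rise in luminescence from relieved DAX1 repression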
HGIII-sPLA2 inh: human group III sPLA2 inhibitors, primary screen, biochemical, QFRET, BODIPY PC-A2 liposome substrate | inhibition, % at 12.2 µM | 370,000 tested, 0.56% active | QFRET BODIPY PC-A2 liposome hydrolysis, fluorescence | Group 3 secretory phospholipase A2 (Homo sapiens), Q9NZ20;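 active = inhibition above mean plus 3 SD of compounds lying within the high and low control bounds, cut at about 19% in these data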;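 note: 0% = median of test compound wells and 100% = no enzyme DMSO wells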
ADAM10 inh: human ADAM10 inhibitors, primary screen, biochemical, QFRET, HTS | Disintegrin and metalloproteinase domain-containing protein 10 (Homo sapiens), O14672 | recombinant ADAM10, EDANS/DABCYL FRET peptide cleavage, 3 h | inhibition, % at 7 µM | 370,000 tested, 0.62% active | AID 720582, 2013;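 active = inhibition above a per-campaign cutoff equal to the mean of compounds falling between control-based bounds plus 3 SD, cut at about 20% in these data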;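 note: 0% = DMSO wells while the 100% control is not disclosed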
hgDAF12 agonist: H. glycines DAF-12 receptor agonists, primary screen, cell-based, luminescence, HEK293, GAL4 fusion, UAS-luciferase; 370,000 tested, 1.8% active; Nuclear hormone receptor DAF-12 (Heterodera glycines), GAL4 fusion; HEK293 GAL4-hgDAF12 UAS-luciferase reporter, agonist luminescence; normalized to butyrate control; activation, % at 6.8 µM;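 active = activation above a cutoff set at the mean of all screened compounds plus 3 SD, cut at about 10% in these data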;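 note: 0% = DMSO wells and 100% = sodium butyrate wells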
DAX1 inh-2: DAX1 (NR0B1) inhibitors on StAR promoter, primary screen, cell-based, luminescence, SF-1 (NR5A1), full-length DAX-1. HEK293T StAR-luciferase reporter, SF-1/DAX-1 repression relief. inhibition, % at 6.8 µM. 370,000 tested, 1.1% active. AID 652010, 2013;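 active = inhibition above the mean over all tested compounds plus 3 SD, cut at about 3.6% in these data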;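 note: 0% = DAX-1 cells with DMSO and 100% = cells lacking DAX-1 with DMSO; higher inhibition means more luminescence from relief of DAX-1 repression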
PLC-gamma1 inh: PLC-gamma1 enzyme inhibitors, primary screen, biochemical, fluorescence, purified enzyme | fluorogenic substrate | 370,000 tested, 0.84% active | inhibition, % at 12.2 µM | 1-phosphatidylinositol 4,5-bisphosphate phosphodiesterase gamma-1 (Homo sapiens), P19174; in the data active = inhibition above about 9.5%
ADAM17 inh: ADAM17 inhibitors, primary screen, biochemical, QFRET. recombinant ADAM17, EDANS/DABCYL FRET peptide cleavage. inhibition, % at 6.95 µM. 370,000 tested, 0.83% active;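 active = inhibition above the mean of compounds lying between control limits plus 3 SD, set per campaign, cut at about 8.5% in these data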;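 note: 0% = DMSO-only wells as the low control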
FXN GAA850 act: FXN promoter activators, primary screen, cell-based, luciferase luminescence, HEK293 lucGAA850 | HEK293 lucGAA850 FXN promoter luciferase reporter, 24 h; percent of 10 µM SAHA response | activation, % at 6 µM | 360,000 tested, 0.56% active | AID 540364, 2011;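 active = activation above the average of all compounds screened plus 3 SD, cutoff fixed separately per campaign, cut at about 7.5% in these data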;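 note: 0% = DMSO wells and 100% = 10 µM SAHA wells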
hcDAF-12 act: H. contortus DAF-12 nuclear receptor activators, primary screen, cell-based, luminescence, HEK293, lit1-tk-luc reporter. 370,000 tested, 1.4% active. activation, % at 6.8 µM. HEK293 hcDAF-12 lit1-tk-luc reporter; 0% DMSO, 100% Δ7-dafachronic acid. AID 652067, 2013;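 active = activation above the mean of all tested compounds plus 3 SD, cut at about 5.5% in these data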;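 note: 100% = response to 3 µM Δ7-dafachronic acid high control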
ssDAF-12 act: S. stercoralis DAF-12 nuclear receptor activators, primary screen, cell-based, luminescence, HEK293, GRIP1 co-expression, lit1-tk-luc; HEK293 ssDAF-12/GRIP1 lit1-tk-luc reporter; % of 3 µM dafachronic acid response; activation, % at 6.8 µM; 370,000 tested, 1% active;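 active = activation above the mean over all tested compounds plus 3 SD, cut at about 0.9% in these data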;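 note: 0% = DMSO-only wells and 100% = 3 µM delta7-dafachronic acid wells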
PLCb3 inh: human PLC-beta3 inhibitors, primary screen, biochemical, fluorescence; 1-phosphatidylinositol 4,5-bisphosphate phosphodiesterase beta-3 (Homo sapiens), Q01970; Purified PLC-beta3, fluorogenic substrate; inhibition, % at 12.2 µM; 370,000 tested, 0.18% active; AID 720704, 2013; in the data active = inhibition above about 11%;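 note: 0% = median of compound wells on plate and 100% = full blocker control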
Target sequence (Q01970 whole entry, looked up): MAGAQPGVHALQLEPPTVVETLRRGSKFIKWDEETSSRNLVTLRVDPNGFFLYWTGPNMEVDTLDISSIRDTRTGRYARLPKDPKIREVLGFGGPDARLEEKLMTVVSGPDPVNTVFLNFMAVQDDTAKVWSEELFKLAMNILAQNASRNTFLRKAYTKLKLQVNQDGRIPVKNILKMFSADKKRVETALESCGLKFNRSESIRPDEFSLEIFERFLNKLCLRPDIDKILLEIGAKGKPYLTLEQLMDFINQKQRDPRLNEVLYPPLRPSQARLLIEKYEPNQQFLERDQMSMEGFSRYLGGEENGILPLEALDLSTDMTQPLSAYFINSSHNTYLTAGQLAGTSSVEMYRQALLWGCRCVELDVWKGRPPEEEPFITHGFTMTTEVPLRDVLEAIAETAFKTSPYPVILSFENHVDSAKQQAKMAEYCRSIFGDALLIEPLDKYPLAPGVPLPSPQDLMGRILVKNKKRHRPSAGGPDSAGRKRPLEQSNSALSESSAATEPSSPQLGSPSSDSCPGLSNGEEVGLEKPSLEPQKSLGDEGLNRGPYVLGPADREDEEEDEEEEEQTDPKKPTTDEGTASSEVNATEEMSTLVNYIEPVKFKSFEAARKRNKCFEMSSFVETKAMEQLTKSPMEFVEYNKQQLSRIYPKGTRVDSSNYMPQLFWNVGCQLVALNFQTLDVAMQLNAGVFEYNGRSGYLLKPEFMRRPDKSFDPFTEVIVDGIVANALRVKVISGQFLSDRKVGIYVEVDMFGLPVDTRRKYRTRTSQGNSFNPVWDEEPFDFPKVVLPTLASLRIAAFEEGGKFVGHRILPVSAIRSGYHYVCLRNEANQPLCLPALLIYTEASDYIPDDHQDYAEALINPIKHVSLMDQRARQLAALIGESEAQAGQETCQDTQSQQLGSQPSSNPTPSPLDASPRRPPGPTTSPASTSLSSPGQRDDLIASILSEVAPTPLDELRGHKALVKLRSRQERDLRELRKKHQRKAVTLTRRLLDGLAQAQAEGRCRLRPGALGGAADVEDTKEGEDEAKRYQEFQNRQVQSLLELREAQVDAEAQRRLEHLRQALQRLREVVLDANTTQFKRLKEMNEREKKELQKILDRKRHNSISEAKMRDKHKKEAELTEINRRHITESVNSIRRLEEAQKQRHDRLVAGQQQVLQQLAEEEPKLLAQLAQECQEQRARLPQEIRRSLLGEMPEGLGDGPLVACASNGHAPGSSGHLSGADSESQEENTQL
* marks the source's active call; other numbers are inactive results; i = inactive; . = not tested or not shown.

The line under a structure holds: DAX1 inh-1	HGIII-sPLA2 inh	ADAM10 inh	hgDAF12 agonist	DAX1 inh-2	PLC-gamma1 inh	ADAM17 inh	FXN GAA850 act	hcDAF-12 act	ssDAF-12 act	PLCb3 inh
> CC1CN(S(=O)(=O)c2cccc(C(=O)N(Cc3nnc(-c4ccccc4Cl)o3)C3CC3)c2)CC(C)O1 (stereo not given)
  -0.5	2	-3	-3.0	-0.3	1	-5	-1.3	-2.1	-1.5	-8
> COc1ccc(S(=O)(=O)Nc2cc(Sc3ncn[nH]3)c(O)c3ccccc23)cc1
  .	-7	-4	-13	-5.4	9	0	.	-5.1	-2.9	-10
> CC(Cc1ccccc1)C(=O)NCc1nc2ccccc2s1 (stereo not given)
  1.4	0	2	2.2	0.1	2	2	-3.9	2.1	-0.1	2
> Cc1ccnc(SCc2cc(=O)c(OC(=O)c3ccc(S(=O)(=O)N4CCCC4)cc3)co2)n1
  0.8	4	-3	-1.4	-0.1	1	3	1.7	-2.9	-2.1	4
> O=S(=O)(c1ccc(SCc2ccc(Br)cc2)nc1)N1CCCCC1
  -0.5	-1	-1	2.1	-1.5	2	-2	1.9	-0.2	-1.0	-5
> CCN1CCN(CCNC(=O)CS(=O)(=O)Cc2nc(-c3ccc(C)cc3)oc2C)CC1
  -0.3	-5	7	3.1	1.3	1	1	0.7	1.1	-0.9	5
> CCN(CC)C(=O)c1sc(NC(=O)c2ccc3c(c2)OCO3)c(C(N)=O)c1C
  0.4	1	-10	6.4	2.9	-155	-2	4.5	2.2	-0.4	-162
> Cc1ccccc1NC(=O)C(C)O/N=C/c1cccc([N+](=O)[O-])c1 (stereo not given)
  -1.4	-4	-3	-2.7	-1.0	2	-3	2.8	-0.8	-1.1	2
> Fc1ccc(NC(=S)N2CCN(c3ncccn3)CC2)cc1
  -0.2	1	6	0.3	-0.6	3	-1	1.7	0.0	-1.4	2
> CN1C(=O)N(CC(=O)Nc2ccc(C(F)(F)F)cc2)C(=O)C12CCCCC2
  0.7	3	-7	-1.7	0.6	5	-3	0.4	0.5	-1.2	-6
> CN(C(=O)COC(=O)C1CCN(S(=O)(=O)c2ccc(Cl)cc2)CC1)C1CCS(=O)(=O)C1 (stereo not given)
  -0.2	-2	4	0.8	-0.3	3	-1	-0.5	0.1	-1.2	4
> COc1cc(/C=C(\C#N)c2nc3ccccc3[nH]2)ccc1O
  2.8	-12	-5	4.0	0.5	-74	-8	2.3	-1.2	-1.5	-109
> Cc1cccc(C)c1NC(=O)COC(=O)C1CC(=O)N(Cc2ccccc2)C1 (stereo not given)
  1.3	1	-4	-0.6	0.0	1	-7	-1.6	0.7	-0.6	-5
> Cc1ccccc1OCC(O)CNC1CCCC1 (stereo not given)
  -0.3	7	-7	-0.8	0.0	1	-5	2.1	-1.2	-0.6	-1
> CCOC(=O)C1C(=O)NC(N2CCCCC2)=NC1C(C)C (stereo not given)
  1.0	5	6	-1.9	0.3	1	0	-2.4	-0.7	-1.5	1
> Cc1oc(-c2ccc(Cl)cc2)nc1CS(=O)CC(=O)NCCCN1CCN(Cc2ccccc2)CC1 (stereo not given)
  -2.5	-14	5	-6.7	-1.0	2	3	-4.8	-5.0	-2.0	-7
> Nc1ccc(Cc2ccccn2)cc1
  1.4	11	-5	-1.4	-0.2	2	-5	1.9	-1.6	-1.6	0
> CCC(C)(C)NC(=O)C(c1cccc(OC)c1)N(C(=O)CNC(=O)c1cccs1)c1cccnc1 (stereo not given)
  -0.6	5	-2	-2.1	0.5	6	1	0.9	-0.8	-0.9	7
> O=C1/C(=C/c2cccs2)CCC/C1=C\c1cccs1
  3.6	-1	2	12*	6.8*	-18	0	4.5	6.2*	0.3	-35
> COc1cc(N)c(Cl)cc1C(=O)OC(C)C(=O)Nc1cccc(S(=O)(=O)N2CCOCC2)c1 (stereo not given)
  -1.3	-22	6	0.4	-1.3	6	4	0.7	-0.4	-0.8	-1
> COc1ccc2nc(NC(=O)CN3C(=O)NC4(CCCCC4)C3=O)sc2c1
  1.0	-5	-2	2.4	0.0	0	-1	2.0	1.5	-0.8	-3
> O=C(c1ccco1)N1CCC(c2nc(-c3ccc(F)cc3)no2)CC1
  -0.4	-2	-3	1.2	-0.4	-1	-3	0.7	-1.9	-0.8	-4
> COc1cccc(C2C(C(=O)c3cccs3)=C(O)C(=O)N2CCN2CCOCC2)c1OC (stereo not given)
  -0.1	0	1	-2.3	-0.1	-5	1	1.4	0.0	-1.3	-6
> CC1=Nc2ccc(Br)cc2C(c2ccccc2)N1CC(=O)O (stereo not given)
  0.1	-1	5	-2.4	-0.6	3	-1	0.5	-0.9	-1.5	-5
> CC(O)(c1cccnc1)c1nc(-c2cccc(C#N)c2)cs1 (stereo not given)
  .	4	-2	-0.3	-1.2	-1	0	-0.2	-1.8	-1.3	-1
> COc1cccc(CNC(=O)c2ccc(CS(=O)Cc3ccccc3Cl)o2)c1 (stereo not given)
  0.0	-4	-4	-1.1	-1.0	5	3	-2.6	-1.6	-1.0	5
> CCOc1ccc(N(CC(=O)Nc2cccc(OC)c2)S(C)(=O)=O)cc1
  1.1	-7	-5	3.1	0.5	0	-2	0.4	-0.5	-1.5	-5
> C/C(=N/NC(=O)CCC(=O)Nc1cccc(Cl)c1)c1ccc(C)cc1
  3.3	-3	-2	0.2	0.5	3	0	1.9	-1.0	-1.0	2
> Cc1nc(Sc2ccccc2)c(C#N)c(C)c1[N+](=O)[O-]
  1.7	-1	3	0.7	-0.4	-1	-4	2.7	-1.8	-1.2	-1
> CNC(=O)c1cc2cc(OC)ccc2oc1=N
  0.6	0	i	-0.1	0.1	i	-181	0.0	-1.8	-1.0	i
> CNC(=O)c1cc2cccc(OC)c2oc1=O
  0.3	0	-25	-0.8	0.6	-71	-12	0.3	1.2	-0.9	-87
> Cn1nc(C(=O)N2CCN(S(=O)(=O)c3ccc(Cl)cc3)CC2)c2ccccc2c1=O
  -1.6	2	-8	-2.3	-1.1	2	1	-3.2	-0.6	-0.9	-5
> Cc1ccccc1C(=O)N1CCC1(C)C(=O)NC(C)C (stereo not given)
  .	3	-13	3.0	0.3	-1	-2	-0.5	-2.0	-1.8	1
> COC(=O)[C@]1(C)N[C@H](CN(C)C(=O)NC(C)C)[C@@H]2C(=O)N(Cc3ccccc3)C(=O)[C@@H]21
  -0.7	-2	0	-0.8	0.3	2	-1	-1.8	-0.2	-0.7	3
> COc1cccc(OC)c1C(=O)Nc1c(C(=O)N2CCN(c3ccccn3)CC2)oc2ccccc12
  -0.7	-4	9	-1.1	-3.6	0	-1	-5.3	-2.1	-1.6	-8
> O=C(COc1ccc(Br)cc1)N1CCN(c2ccc([N+](=O)[O-])c(N3CCCCC3)c2)CC1
  0.3	-14	24*	2.2	-0.9	5	11*	2.9	-1.3	-1.4	5
> COC(=O)c1n[nH]n(-c2ccc(F)c(Cl)c2)c1=O
  .	0	-3	2.2	-0.1	0	-5	-2.6	0.4	-1.5	-7
> CC(C)(C)c1cc(NC(=O)CSc2nncs2)n(-c2ccccc2)n1
  0.1	2	-2	-1.6	-0.5	-2	-4	1.2	1.6	-1.8	1
> COC(=O)CSc1nnc(-c2ccoc2C)n1-c1ccc(C)cc1
  -0.5	6	-13	1.6	0.3	0	3	2.1	-0.9	0.6	-2
> CN(Cc1ccon1)Cc1cn(C)nc1-c1ccc(Oc2ccccc2)cc1
  -1.2	-7	-1	1.1	-0.6	-1	-4	0.8	0.2	-1.6	0
> CCOC(=O)N1CCc2c(sc3c2c(=O)n(Cc2ccccc2)c(=O)n3CC(=O)NCCOC)C1
  0.5	2	0	0.3	-0.3	-1	-1	-0.9	-1.0	-1.6	1
> COC(=O)c1cn(NC(=O)C2COc3ccccc3O2)c(=O)c2ccccc12 (stereo not given)
  -0.5	1	4	1.7	-0.1	-4	-5	3.0	-1.6	-0.6	-4
> CCC(CO)NS(=O)(=O)c1cc(-c2nn(C)c(=O)c3ccccc23)ccc1C (stereo not given)
  -0.1	2	2	-1.5	-0.5	-3	-1	1.8	-1.2	-2.0	3
> Cc1[nH]c2ccccc2c1/C=N/NC(=O)CNC(=O)c1cccs1
  0.2	4	-5	0.5	0.2	5	-4	-0.6	0.1	-1.4	-10
> Cn1c(N)c(C(=O)CSc2nnc(C3CC3)n2-c2ccccc2)c(=O)n(C)c1=O
  0.3	7	9	0.3	0.2	4	1	0.6	-0.9	-0.5	0
> CCOc1ccccc1NC(=O)CN(Cc1ccccc1)S(C)(=O)=O
  0.1	6	2	0.5	-0.3	5	-2	-1.8	-1.5	-1.6	-5
> Cc1ccc(NC(=O)CNC(=O)c2cccs2)c(O)c1
  1.9	-2	-2	-1.7	1.0	-3	-7	2.2	0.6	-1.0	-9
> CCCC(=O)NC(=S)Nc1ccc(N2CCOCC2)c(Cl)c1
  -0.6	3	-8	1.2	-0.1	3	-2	3.6	3.0	-0.1	-4
> CC1CC(C)CN(S(=O)(=O)c2ccc3c(c2)CCN3C(=O)C2CC2)C1 (stereo not given)
  -0.2	-3	-4	-1.0	-0.3	-1	-2	0.9	-0.3	-1.1	-12
> O=C(O)C1=C[C@@H](c2ccc(C(F)(F)F)cc2)C[C@@H](OCc2ccc(CO)cc2)O1
  0.7	-2	-6	-0.6	-0.5	0	0	-1.3	-1.3	-1.1	0
> O=C(O)CN1C(=O)CC(Cc2ccc(Cl)cc2)C1=O (stereo not given)
  1.8	0	-8	1.1	0.8	-1	-5	2.4	-0.5	-1.3	-1
> CC(C)(C)c1ccc(C(=O)N2CCC(=O)N([C@H](COCc3ccccc3)Cc3ccccc3)CC2)cc1
  .	0	-6	1.2	0.9	0	-1	.	-0.4	-0.5	-2
> O=C(CSc1nc2ccccc2[nH]1)c1ccc2c(c1)OCO2
  6.0*	-14	3	4.9	-0.2	0	-1	-0.1	-0.6	-1.2	1
